# SR-BI DiI-HDL act = enhances SR-BI lipid uptake from DiI-HDL. CHO ldlA[mSR-BI] cells, DiI-HDL uptake fluorescence, 3 h; 100 = double the neutral-control signal. activation, % at 12.5 µM. 0.096% of 320,000 active. AID 504775;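 active = mean replicate activation of at least 60% and every replicate at or above 60%; inconclusive = mean or all-replicate condition met, but not both; inactive = mean below 60% and not all replicates reaching 60%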;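 note: 0% = median plate neutral-control signal and 100% = twice that signal; values of inactives mirror those of a sister screen read the other way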
#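 Material: SR-BI-overexpressing, LDLR-lacking CHO cells | Dosing: Single compound concentration, delivered by pin transfer | Probe or stimulus: Labelled HDL, 10 µg/mL | Signal: Bottom-read cell fluorescence after medium removal, ex 550/em 595 nm | Schedule: 3 h, 37 °C | Evaluation: HDL uptake via cellular fluorescence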
# dFosB activator = enhances mouse delta FosB homodimer DNA binding | purified delta FosB, TAMRA-CDK5 oligo fluorescence polarization; percent of positive-control signal above neutral wells | 0.99% of 340,000 active | activation, % at 25 µM | P13346;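 active = mean activation above about 17%, with every replicate also reaching it, limit read from the data, passing the limit was not always enough; inconclusive = only one of the two conditions met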;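 note: fluorescence polarization rise as delta FosB binds a TAMRA Cdk5 AP-1 oligo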
# Target sequence (P13346 whole entry, looked up): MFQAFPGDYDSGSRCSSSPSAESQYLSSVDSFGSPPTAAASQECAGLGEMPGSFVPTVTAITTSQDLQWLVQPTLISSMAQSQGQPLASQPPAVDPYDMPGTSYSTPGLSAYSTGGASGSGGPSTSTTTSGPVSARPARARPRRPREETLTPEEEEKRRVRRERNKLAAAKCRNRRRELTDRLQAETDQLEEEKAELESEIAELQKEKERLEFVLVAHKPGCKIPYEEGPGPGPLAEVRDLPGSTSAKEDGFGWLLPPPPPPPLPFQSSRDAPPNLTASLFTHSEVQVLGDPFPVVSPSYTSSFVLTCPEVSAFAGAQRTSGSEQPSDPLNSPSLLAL
# SR-BI DiI inh = blocks mouse SR-BI lipid uptake from DiI-HDL. 0.96% of 320,000 active. inhibition, % at 12.5 µM. Q61009. ldlA[mSR-BI] CHO cells, DiI-HDL uptake fluorescence, 3 h;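 active = mean replicate inhibition of at least 70% and a set share of replicates each scoring 70 or more; inconclusive = meets just one of the two criteria; inactive = fails both criteria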;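 note: 0% = median of neutral control wells and 100% = median of positive control wells; values of inactives mirror those of a sister screen read the other way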
# Rtt109 Vps75 = C. albicans Rtt109 histone acetyltransferase inhibition | Q5AAJ8 | purified Rtt109/Vps75, ThioGlo CoA-SH fluorescence, 4 h | inhibition, % at 34.9 µM | 0.16% of 330,000 active;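 active = inhibition of at least 50% in every replicate; inconclusive = best replicate reaches 50% inhibition but some replicates fall short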
# Target sequence (Q5AAJ8 whole entry, looked up): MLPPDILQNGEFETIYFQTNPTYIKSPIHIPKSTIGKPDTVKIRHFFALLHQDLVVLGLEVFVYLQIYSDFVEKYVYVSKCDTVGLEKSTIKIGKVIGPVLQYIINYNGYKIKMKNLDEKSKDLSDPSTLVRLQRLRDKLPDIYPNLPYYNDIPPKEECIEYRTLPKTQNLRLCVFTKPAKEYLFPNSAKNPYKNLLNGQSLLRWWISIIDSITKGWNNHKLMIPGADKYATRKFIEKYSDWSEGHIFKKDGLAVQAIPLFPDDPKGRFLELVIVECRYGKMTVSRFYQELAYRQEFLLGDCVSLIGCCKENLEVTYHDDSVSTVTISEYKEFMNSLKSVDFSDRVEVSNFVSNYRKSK
# PvdQ acylase = P. aeruginosa PvdQ acylase inhibition; purified PvdQ acylase, fluorescence plate reader; 0.063% of 340,000 active; inhibition, % at 10 µM; in the data active = inhibition above about 30%, passing the limit was not always enough; inconclusive = no clear call, values can overlap the other calls;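 note: 0% = vehicle neutral wells and 100% = reference inhibitor wells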
# HTR5A ag ctr = HTR5A agonism, opioid heterodimer counter-screen; 0.61% of 340,000 active; P47898; HTR5A agonist assay, luminescence, cell-based; activation, % at 9.3 µM; in the data active = activation mostly above about 9.5%, no sharp cut-off; inactive = mostly below about 7.6%;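 note: 0% = cells with vehicle only and 100% = reference agonist; strong numbers were not always called active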
# Target sequence (P47898 whole entry, looked up): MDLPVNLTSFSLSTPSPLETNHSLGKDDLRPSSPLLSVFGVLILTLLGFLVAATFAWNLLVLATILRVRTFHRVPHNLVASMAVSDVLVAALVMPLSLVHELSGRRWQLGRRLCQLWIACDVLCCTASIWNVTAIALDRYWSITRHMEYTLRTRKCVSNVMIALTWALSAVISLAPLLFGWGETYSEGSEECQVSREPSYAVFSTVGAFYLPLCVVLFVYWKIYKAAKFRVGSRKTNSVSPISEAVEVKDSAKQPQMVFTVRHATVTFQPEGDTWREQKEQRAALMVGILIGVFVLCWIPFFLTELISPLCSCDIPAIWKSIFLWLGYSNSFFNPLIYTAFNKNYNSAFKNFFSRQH
# MITF act = activators of MITF-driven TRPM1 promoter activity in SK-MEL-5 cells | AID 588334 | 0.75% of 300,000 active | activation, % at 12.5 µM | SK-MEL-5 TRPM1-promoter luciferase, 24 h; % of positive control, neutral wells = 0;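 active = mean activation of at least 80% with every replicate also reaching 80%; inconclusive = mean reaches 80% but some replicate falls short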;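 note: 0% = neutral control wells and 100% = parthenolide positive control wells; values of inactives mirror those of a sister screen read the other way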
# RTF Ca sens act = increases calcium sensitivity of human cardiac regulated thin filaments; P19429+P45379; activation, % at 7.2 µM; IANBD-labeled TnC RTF fluorescence at EC20 calcium; 0% EC20 calcium, 100% full calcium; 0.24% of 340,000 active;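 active = activation above the mean over all tested compounds plus 3 SD, cut at about 30% in these data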;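 note: rise in fluorescence read as greater calcium sensitivity of cardiac thin filaments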
# Wnt act = activates Wnt/beta-catenin signaling in a reporter cell assay; activator, plate reader; activation, % at 9.35 µM; 1.2% of 300,000 active; AID 743398; in the data active = activation above about 30%, passing the limit was not always enough; inconclusive = no clear call, values can overlap the other calls;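 note: 0% = neutral control wells and 100% = positive control wells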
# CDK5 inh = inhibitors of human CDK5/p35 kinase; inhibition, % at 10 µM; Recombinant CDK5/p35, ADP-Glo luminescence, 60 min; 0.01% of 330,000 active; AID 488839;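 active = highest replicate inhibition of at least 50% and at least 75% of replicates reaching 50%; inconclusive = only one of the two criteria met; inactive = both criteria failed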;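 note: plate controls were DMSO neutral control for no effect and GW8510 at 10 µM for full effect; many of its hits are not listed in these tables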
# Numbers without * were called inactive; ? = inconclusive; . = no result given; & = joins results of further samples. This is a random part of the collection, and some 4.4% of all compounds hit somewhere here.
SMILES,SR-BI DiI-HDL act,dFosB activator,SR-BI DiI inh,Rtt109 Vps75,PvdQ acylase,HTR5A ag ctr,MITF act,RTF Ca sens act,Wnt act,CDK5 inh
Cc1c(NC(=O)c2ccccc2N(C)S(=O)(=O)c2ccccc2)c(=O)n(-c2ccccc2)n1C,-11.6,-2.8,11.6,-1.6,-15.9,-4.1,19.1,-2.0,.,-0.6
O=C(NNC(=O)C1CCCN(S(=O)(=O)c2ccc3ccccc3c2)C1)C1CC1 (stereo unspecified),4.8,-7.9,-4.8,-6.1,-16.9,.,-0.7,.,0.1,-0.7
Cc1ccc(-n2cnc(N)c2C(=O)c2cccc([N+](=O)[O-])c2)cc1,7.6,5.1,-7.6,-2.2,-12.0,-1.0,.,-1.4,-3.7,-2.3
COc1ccccc1N(C)S(=O)(=O)c1ccc(C(=O)Nc2ccc(C)cc2C)cc1,-21.0,-9.3,21.0,-0.6,-5.9,4.8,-9.7,-11.7,22.1,-1.6
CCOc1ccc(Br)cc1/C=N/O,7.5,-6.5,-7.5,0.9,-4.4,-0.3,-6.7,-2.1,0.7,-0.8
O=C(CNC(=O)c1ccco1)NCC(=O)OCc1ccccc1Br,15.4,3.1,-15.4,6.0,-28.3,1.1,5.7,8.9,.,0.5
CCOC(=O)c1oc2ccc(S(=O)(=O)N3CCOCC3)cc2c1C,9.9,2.7,-9.9,-0.3,4.8,5.5,-5.9,-8.6,-1.3,-1.2
CC(NC(=O)c1ccccc1F)c1nnc(SCc2nc3ccccc3c(=O)[nH]2)n1C (stereo unspecified),17.5,-4.7,-17.5,-3.3,-15.9,1.4,-0.7,1.5,-0.9,-0.8
CCCCNC(=O)C1c2ccccc2C(=O)N(c2ccc(OC)cc2)C1c1ccc(OC)cc1 (stereo unspecified),-3.0,-9.9,3.0,25.4,5.2,-2.4,-4.7,-0.5,.,2.1
O=C(O)c1cccc(S(=O)(=O)Nc2cccc(S(=O)(=O)N3CCCCCC3)c2)c1,-46.6,-0.1,46.6,-5.3,-1.6,-13.3,-4.8,2.5,-17.7,0.6
Cc1ccc(-c2nn3c(C)nnc3c3ccccc23)cc1S(=O)(=O)NC(C)c1ccccc1 (stereo unspecified),-8.9,-5.2,8.9,-18.8,-7.6,-2.0,-4.0,4.5,.,-1.1
CC(C)Nc1ncnc2[nH]ncc12,14.2,1.8,-14.2,-3.4,-12.7,-0.7,-3.9,-2.1,-5.2,3.4
COc1cc(C(=O)NC(CCSC)C(=O)OCc2cc([N+](=O)[O-])cc3c2OCOC3)cc(OC)c1OC (stereo unspecified),-26.9,12.1,26.9,1.2,-10.5,4.2,-0.7,-0.7,-1.0,-2.7
O=C(CNCc1ccc(Cl)cc1)Nc1ccc(C(=O)N2CCCCC2)cc1,-71.6,-14.6,?,4.1,-16.1,5.2,-5.2,-2.6,-1.5,1.9
COc1cc(/C=C2/C(=N)N3N=C(CC(=O)N4CCOCC4)SC3=NC2=O)ccc1OC(C)c1ccccc1 (stereo unspecified),6.7,-4.0,-6.7,11.5,-5.2,2.6,10.2,-3.5,2.7,2.2
Cc1[nH]c2ccccc2c1C(=O)COC(=O)c1cccc(S(=O)(=O)N2CCCCC2)c1,-27.4,3.8,27.4,4.7,-11.8,4.8,10.8,-0.8,3.6,-0.1
CCOC(=O)Cc1nc2ccccc2[nH]1,15.4,-2.0,-15.4,3.8,-10.7,-0.5,-13.2,2.4,.,-1.3
CC(=O)c1cccc(Nc2nc(-c3sc(N)nc3C)cs2)c1,-42.5,-11.9,42.5,23.8,6.7,0.5,8.0,2.0,2.7,0.0
COc1cc(C2C(C(=O)c3ccc(C)o3)=C(O)C(=O)N2c2cc(C)on2)ccc1O (stereo unspecified),16.0,2.7,-16.0,31.9,7.8,-4.6,1.4,-4.1,.,-1.2
C/C(=N/NC(=O)C1CCN(S(=O)(=O)c2ccc(C)cc2)CC1)c1cccc([N+](=O)[O-])c1,-16.3,-10.9,16.3,-2.5,-10.5,3.7,3.6,11.3,.,1.4
Clc1ccccc1OCc1nnc2n1CCCCC2,15.5,1.7,-15.5,-0.9,-4.9,2.9,-0.5,-1.9,2.1,1.8
Cc1ccccc1C(=O)NC(C)C1CC2CCC1C2 (stereo unspecified),-1.6,3.1,1.6,-10.1,-10.6,-0.9,2.4,-4.0,0.3,0.4
O=[N+]([O-])c1cccc(Nc2nc(Cl)nc(Cl)n2)c1,41.4,-8.6,-41.4,-9.1,-10.2,3.2,-0.1,-3.6,-2.8,-0.6
C=C[C@]1(C)C[C@@H](OC(=O)CSCCN(CC)CC)[C@]2(C)C(C)CC[C@]3(CCC(=O)[C@H]32)[C@@H](C)[C@@H]1O (stereo partly specified),7.9&14.8,-1.1&0.3,-7.9&-14.8,4.6&7.8,7.1&7.1,1.2&-6.1,3.5&6.6,1.1&-0.4,-0.9&-2.6,-1.2&-0.6
COC(=O)c1ccc(C(=O)N2CCCC(N3CCN(c4ccc(F)cc4)CC3)C2)nc1 (stereo unspecified),-1.2,-3.5,1.2,-12.5,-0.9,0.8,-6.7,4.4,0.0,-2.3
CC(C)Cc1nc(Cl)c(C#N)c2c1CCCC2,2.7,3.9,-2.7,0.1,-12.1,5.2,-0.6,4.2,-0.8,-0.5
CCNC(=O)CP(=O)(c1ccccc1)c1ccccc1,-15.0,-0.1,15.0,-4.9,6.8,-5.4,-4.9,-2.6,-0.5,-0.7
CC1=CCC2C(=O)N(c3cccc(C(=O)NCc4ccccc4)c3)C(=O)C2C1 (stereo unspecified),23.2,-5.8,-23.2,0.1,-22.2,-2.1,6.4,8.9,-0.3,-0.8
Cc1ccc(S(=O)(=O)Nc2cccc3c2O[C@@H](CN(C)C(=O)Nc2ccc4c(c2)OCO4)[C@H](C)CN([C@@H](C)CO)C3=O)cc1,22.4,9.4,-22.4,14.1,15.8,0.4,-1.2,1.5,0.7,-1.3
COC(=O)c1ccccc1NC(=O)C1CC(=O)N(c2ccc(F)cc2)C1 (stereo unspecified),-9.5,-2.2,9.5,-2.1,-4.5,2.3,.,-0.2,-0.2,0.9
CC1=NN(c2ccc(C)cc2)C(=O)/C1=C\C=C\c1ccccc1,14.2,0.2,-14.2,-1.1,-14.1,-6.0,-34.9,-5.5,?,0.1
CO/N=C(\C(=O)N[C@@H]1C(=O)N2C(C(=O)O)=C(COC(N)=O)CS[C@H]12)c1ccco1,11.6,-6.3,-11.6,0.8,-0.8,-0.9,2.4,0.4,-1.5,-9.5
Cc1ccc(NS(=O)(=O)c2cccc(C(=O)NCCCN3CCCC3=O)c2)cc1,6.0,-0.8,-6.0,-10.2,-12.1,-0.3,2.3,-4.7,-1.8,0.2
Cc1ccc(S(=O)(=O)N2C[C@@H]3[C@H]4CC[C@H](C4)[C@@H]3[C@@H](C)[C@H]2C#N)cc1,17.5,-16.9,-17.5,-16.0,-15.3,0.9,-1.9,4.4,-1.4,1.2
N#CC1(NC(=O)COC(=O)CSc2ccc(F)cc2)CCCCC1,-19.8,-3.2,19.8,-0.2,-8.0,8.2,-1.5,2.7,-0.9,-1.8
CC(/C=N/n1c(COc2ccccc2)n[nH]c1=S)=C\c1ccco1,6.3,4.7,-6.3,-4.4,-4.3,-0.5,.,-7.2,-3.2,1.0
Cc1ccccc1OC(C)C(=O)Nc1cccnc1 (stereo unspecified),-6.8,-11.7,6.8,11.3,5.3,-2.1,3.9,-1.8,-0.8,0.3
CC(=O)c1ccc(O)c(CC=C(C)C)c1,2.0,-9.8,-2.0,8.7,-14.2,-0.7,4.8,7.2,-1.7,0.2
O=C(CN1CCCC1)Nc1nc(-c2ccc3c(c2)CCN3C(=O)c2ccccc2F)cs1,.,6.0,.,-6.9,-2.0,-3.3,9.3,0.2,.,-0.7
O=C(NCc1ccccc1)C1=C[C@H](c2csc3ccccc23)C[C@H](OCc2ccc(CO)cc2)O1,-15.6,-2.0,15.6,10.1,-6.2,4.3,-8.8,0.0,-17.5,-0.7
O=C(CSc1ncn[nH]1)Nc1c(Br)cc([N+](=O)[O-])cc1Br,25.5,5.3,-25.5,3.0,-55.0,-0.1,3.7,1.8,-0.1,3.5
O=C(NCc1ccccc1Cl)NC(=O)c1csc([N+](=O)[O-])c1,1.8,1.4,-1.8,4.7,-16.2,-1.6,.,-1.8,1.3,2.5
Cc1cc(C(=O)NCc2csc(-c3ccccc3)n2)no1,14.0,-8.7,-14.0,-7.3,-11.5,11.1,41.6,2.4,9.5,0.1
Cc1c(Cl)cccc1NC(=S)NCc1ccco1,-10.4,4.2,10.4,0.6,-7.2,-3.1,-11.2,2.6,-0.2,1.0
CN(c1ccccc1)S(=O)(=O)c1ccc(Cl)c(C(=O)NCc2ccccc2CN2CCCC2)c1,10.3,-4.7,-10.3,5.8,4.0,-7.4,16.5,-2.9,-8.6,2.1
CCCc1cc(=O)n2[nH]c(-c3cc(OC)c(OC)c(OC)c3)nc2n1,3.3,6.6,-3.3,4.7,-14.3,-4.2,-15.3,-1.5,.,1.8
N=c1c2c(-c3ccccc3)c(-c3ccccc3)oc2ncn1CCCN1CCOCC1,6.3,-2.6,-6.3,-1.3,-11.9,-1.7,16.0,-3.8,-7.0,-1.7
O=C(NCCc1cnn(-c2ccccc2)c1)c1cc(COc2c(F)cccc2F)on1,-15.5,-8.2,15.5,.,8.5,1.9,45.7,3.0,37.8*,-1.6
N=c1ccn(Cc2ccc(Cl)c(Cl)c2)cc1,13.9,0.0,-13.9,2.3,11.7,-1.8,-32.1,-4.4,-4.5,0.3
Cc1ccc(S(=O)(=O)N2CCN(C(=O)CC(C)n3cncn3)CC2)cc1 (stereo unspecified),11.6,4.1,-11.6,-1.9,-19.4,3.8,-0.4,1.7,-3.2,-0.4
# Later entries
SMILES,SR-BI DiI-HDL act,dFosB activator,SR-BI DiI inh,Rtt109 Vps75,PvdQ acylase,HTR5A ag ctr,MITF act,RTF Ca sens act,Wnt act,CDK5 inh
N#Cc1ccc(COC(=O)c2ccc3c(c2)OCO3)cc1,.,-4.2,-10.2,7.8,6.5,-2.7,24.7,-4.4,1.4,1.5
COc1ccc(C2NC3=C(CCC3)C3(C#N)C4(N=C(N)C23C#N)OCCO4)cc1 (stereo unspecified),-4.4,-8.7,4.4,7.9,-6.7,4.0,-15.8,-2.0,.,-1.3
COc1cc(OC)cc(C(=O)NNC(=O)c2ccc(S(=O)(=O)N3CC(C)OC(C)C3)cc2)c1 (stereo unspecified),46.1,-9.5,-46.1,.,-11.1,-4.9,-4.4,-3.4,-1.3,0.0
Cc1cc2c(cc1C)N(C(=O)CSc1nncn1C)C(C)(C)c1ssc(=S)c1-2,-49.5,-7.7,49.5,2.9,-2.4,-0.8,2.7,1.0,-5.5,-1.1
CCN1C(=O)c2cccc3c(NS(=O)(=O)c4ccc(NC(C)=O)cc4)ccc1c23,-8.0,-18.1,8.0,18.1,-0.3,-5.3,.,2.7,-4.1,0.9
